# Bioassay records (PubChem)
# GCN5L2 inh: blocks human GCN5L2 histone acetyltransferase | Q92830 | actives 0.21% (n = 390,000) | GCN5L2 HAT assay, ThioGlo1 CoA-SH fluorescence | Potency, µM (highest dose often 58.9 µM), for the others: at the highest dose activity change, negative = inhibition, usual class: inhibitors
# Target sequence (Q92830 whole entry, looked up): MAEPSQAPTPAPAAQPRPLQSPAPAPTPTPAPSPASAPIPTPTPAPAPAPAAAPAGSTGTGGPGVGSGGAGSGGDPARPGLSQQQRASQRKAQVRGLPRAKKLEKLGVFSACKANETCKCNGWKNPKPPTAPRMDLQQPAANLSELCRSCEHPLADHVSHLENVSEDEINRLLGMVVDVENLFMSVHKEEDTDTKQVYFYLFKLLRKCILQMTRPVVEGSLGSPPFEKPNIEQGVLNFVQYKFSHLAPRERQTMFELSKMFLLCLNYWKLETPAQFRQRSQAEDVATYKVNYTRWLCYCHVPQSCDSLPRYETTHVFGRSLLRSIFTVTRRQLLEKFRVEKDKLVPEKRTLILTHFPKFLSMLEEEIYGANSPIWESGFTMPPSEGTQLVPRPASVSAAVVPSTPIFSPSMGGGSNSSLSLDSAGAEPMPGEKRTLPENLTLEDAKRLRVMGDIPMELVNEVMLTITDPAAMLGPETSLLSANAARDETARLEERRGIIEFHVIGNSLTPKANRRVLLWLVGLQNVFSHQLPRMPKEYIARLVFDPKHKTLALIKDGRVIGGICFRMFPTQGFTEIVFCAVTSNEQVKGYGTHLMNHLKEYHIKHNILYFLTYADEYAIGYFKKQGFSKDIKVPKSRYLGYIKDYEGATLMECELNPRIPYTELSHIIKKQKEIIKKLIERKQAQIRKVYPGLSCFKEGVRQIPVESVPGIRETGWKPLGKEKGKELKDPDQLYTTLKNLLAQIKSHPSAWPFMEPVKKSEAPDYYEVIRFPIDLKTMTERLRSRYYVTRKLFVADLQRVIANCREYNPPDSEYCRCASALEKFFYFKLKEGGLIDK
#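 GCN5L2 (20nM final) in 50mM HEPES, 0.1mM EDTA pH 7.5, 0.01% Tween-20 was preincubated 15 min at room temperature with compound, then given ThioGlo1 (50uM), H3(1-25) peptide (75uM) and acetyl-CoA (70uM); CoA-thiol fluorescence (Ex340/Em540) was read at 0 and 20 min.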
# FEN1 inhibitor: blocks human flap endonuclease 1. Potency, µM (doses to about 114 µM), inactives show at the highest dose activity change, negative = inhibition, most hits filed as inhibitors. P39748. Recombinant FEN1 flap cleavage, fluorescence, 15 min. actives 0.35% (n = 390,000); also: nearly all actives have a fitted effect of over 65% in size
#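 Steps: FEN1 (10 nM) dispensed; compound added by pin tool; 15 min at room temperature; substrate added to 50 nM final; reads at 0 min and 15 min; data normalized and fitted (four-parameter Hill).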
# N370S GC mod: inhibits or activates N370S mutant glucocerebrosidase | N370S GC spleen homogenate, 4MU-glucoside fluorescence | P04062 | actives 0.092% (n = 330,000) | Potency, µM (doses to about 59.4 µM), for the others: top-dose activity change, negative = inhibition, most hits filed as inhibitors;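 also: 0% = full enzyme activity and -100% = no enzyme basal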
# * = called active by the depositor; ? = inconclusive; / = not tested or not shown; & = joins results of further samples; [ ] = dose if it differs, or a comment. Calls follow the shape of the dose curve; as a rule, active = well fitted curve in the direction sought with a large enough effect; inconclusive = small, poorly fitted or top-dose-only effect, or another doubt; inactive = no such curve, though single readings can be large; an effect the other way counts as inactive or inconclusive. Unless noted, % is scaled to controls: 0 for no effect and ±100 for the full control effect; potency is read from the fitted curve at half-maximal effect.
item | SMILES | N370S GC mod | FEN1 inhibitor | GCN5L2 inh
1 | COc1ccc(C2Nc3ccccc3NC3=C2C(=O)CC(C)(C)C3)c(OC)c1OC (stereo not drawn) | -22% | 8% | -1%
2 | Cn1c(/C(C#N)=C(\O)c2ccc(Cl)s2)nc2ccccc21 | 2% | -4% | -6%
3 | Cn1c(=O)c(-c2ccccc2)nc2ccccc21 | 14% | -8% | -1%
4 | COC(=O)/C=C\C(=O)Nc1cccc([N+](=O)[O-])c1 | 11% | -1% | ?
5 | O=C(C1CC(=O)N(C2CCCC2)C1)N1CCC(Cc2ccccc2)CC1 (stereo not drawn) | 2% | 1% | 34%[activator]
6 | COc1ccc(-c2csc(NC(=O)CSCC(=O)Nc3cc(C)on3)n2)cc1 | / | 11% | -5%
7 | O=c1cc(CO)occ1OCc1ccccc1 | ? | -3% | -3%
8 | CC(C)Oc1ccc(CCC(=O)NNC(=S)NCc2ccccc2)cc1 | 18% | 6% | 0%
9 | O=C1CC(c2ccc(F)cc2)SC(N(c2ccccc2)c2ccccc2)=N1 (stereo not drawn) | 1% | -2% | -2%
10 | CC(=O)N1CCCC1c1nc2ccccc2n1Cc1ccccc1Cl (stereo not drawn) | / | -4% | -8%
11 | CCN1CCN(c2ccc(S(=O)(=O)N3CCOCC3)cc2NC(=O)CCSC)CC1 | / | -11% | -7%
12 | Oc1c(C=C2N=c3ccccc3=N2)sc(=S)n1-c1ccc(F)cc1 | -7%&-9% | 3%&0% | 0%&-5%
13 | O=C(C1CCCN(S(=O)(=O)c2ccccc2)C1)N1CCN(c2ccccc2)CC1 (stereo not drawn) | -11% | -5% | -4%
14 | CCOC(=O)/C(C#N)=C/c1cn(CCOc2ccccc2)c2ccccc12 | 17% | -19% | -26%
15 | COc1cc(NC(=O)c2ccc(Br)o2)ccc1NC(=O)C(C)C | 9% | 14% | 1%

# Continued:
item | SMILES | N370S GC mod | FEN1 inhibitor | GCN5L2 inh
16 | CCN(CCn1cccn1)C(=O)CC1C(=O)NCCN1Cc1cccc(OC)c1OC (stereo not drawn) | 15% | 6% | 1%
17 | COc1c2occc2c(OC)c2c(=O)cc(C(F)(F)F)oc12 | 2% | 9% | -7%
18 | O=C1CSC(c2ccc(F)cc2)N1c1nnc(C23CC4CC(CC(C4)C2)C3)s1 (stereo not drawn) | 0% | / | -3%
19 | CC(C)C(=O)N1CCN(c2ccc(NC(=O)c3ccc([N+](=O)[O-])o3)cc2)CC1 | 12% | 2% | -5%
20 | COC(=O)c1ccc(C2C(C(=O)c3ccc(C)o3)=C(O)C(=O)N2c2cc(C)on2)cc1 (stereo not drawn) | -2% | 3% | -12%
21 | COc1ccc(CCN2C(=O)c3cccc4cccc(c34)C2=O)cc1OC | 6% | 11% | -6%
22 | CN(C(=O)COC(=O)CN1C(=O)C2CC=CCC2C1=O)c1ccccc1 (stereo not drawn) | -2% | 2% | -3%
23 | CC(C)(C)C(=O)NN=C1CCC(c2ccccc2)CC1 (stereo not drawn) | -1% | 41%[activator] | -3%
24 | O=c1c(-c2ccc(O)cc2)coc2cc(O)ccc12 | -13%&0%&-6%&-18%&1%&-13%&-11% | -5% | -28%
25 | O=C(O)c1ccccc1C(=O)N1CCN(c2ncccn2)CC1 | -7% | 1% | ?
26 | Cc1ccccc1-c1nc(SCc2cccnc2)c2c(=O)n(C)c(=O)n(C)c2n1 | -3% | -4% | -5%
27 | Cc1ccc(-n2c(SCC(=O)Nc3cc(C)on3)nc3ccccc3c2=O)cc1 | 3% | 0% | 1%
28 | CCN(CC)C(=O)[C@H]1C[C@H](CC(=O)NCCCn2ccnc2)C(=O)N2CCc3c([nH]c4cc(-c5ccco5)ccc34)[C@]12C | / | 17% | -6%
29 | COc1ccc(Cn2nnc3c(=O)[nH]c(C(=O)NCCc4ccc(F)cc4)nc32)cc1OC | 4% | -18% | ?
30 | COC(=O)c1c(NC(=O)c2nc(SCc3ccccc3C)ncc2Cl)sc2c1CCCC2 | / | 3% | -1%

# (list continues)
item | SMILES | N370S GC mod | FEN1 inhibitor | GCN5L2 inh
31 | COc1ccc(-c2cn3cccnc3n2)cc1NC(=O)C(C)Oc1ccccc1 (stereo not drawn) | ? | -14% | -12%
32 | CN(CC(=O)Nc1cccc(F)c1)C(=O)CCCn1c(=O)oc2ccccc21 | -9% | -7% | 2%
33 | CC(C)N(C(=O)CSc1nnc(C2CC2)n1C1CC1)c1ccccc1 | 1% | -7% | -2%
34 | O=C(CSc1nnc(CNC(=O)c2cccs2)o1)NC1CCCCC1 | 9% | 5% | /
35 | COc1ccc(NC(=O)CSc2n[nH]c(-c3ccccc3)n2)cc1S(N)(=O)=O | / | -4% | -4%
36 | COc1ccc(-n2c(SCC(=O)Nc3ccc([N+](=O)[O-])cc3OC)nc3ccccc32)cc1 | 2% | 3% | -5%
37 | O=C(NC1CCCCCC1)c1cc(=O)[nH]c2ccc(S(=O)(=O)N3CCOCC3)cc12 | -7% | 4% | -10%
38 | COc1ccc(Cn2nnnc2CN2CCCCCC2)cc1 | -3% | -6% | 1%
39 | FC(F)(F)c1ccc(CN2C[C@@H]3C(c4ccccc4)C4(c5ccccc5)CC3(C4)[C@H]2c2ccccc2)cc1 (stereo partly drawn) | -6%&2% | / | 5%
40 | O=C(O)CC1SC(=Nc2ccc(O)cc2)NC1=O (stereo not drawn) | 5% | 16% | -2%
41 | O=C(NCc1ccc(Cl)cc1)c1ccc(Cn2c(=O)c3cccn3c3cccnc32)cc1 | / | -13% | -2%
42 | O=C(COC(=O)c1ccccc1C(=O)c1ccccc1)Nc1cccc([N+](=O)[O-])c1 | 17% | -18% | -4%
43 | C=CCN1C(=O)c2ccccc2Sc2ccc(C(=O)NC(C)C)cc21 | 0% | -1% | -8%
44 | O=C(Nc1ccc(OC(=O)c2ccncc2)cc1)c1ccncc1 | -5% | -2% | -14%
45 | CCOC(=O)c1cc2c(=O)n3ccccc3nc2n(CCCOC)c1=NC(=O)c1cccnc1 | 9% | / | 1%

# (continued)
item | SMILES | N370S GC mod | FEN1 inhibitor | GCN5L2 inh
46 | CCc1nnc(NC(=O)CSc2nnnn2C)s1 | 6% | -1% | -5%
47 | O=c1[nH]c(C2CCN(S(=O)(=O)c3ccccc3)CC2)nc2c1nnn2Cc1c(F)cccc1Cl | -2% | 7% | -2%
48 | CCn1c(C(C)NC(C)=O)nc2ccccc21 (stereo not drawn) | -20% | 1% | 1%
49 | CCCCNC(=O)C1CCCN1C(=O)Nc1ccccc1 (stereo not drawn) | 1% | 8% | -1%
50 | CCN(CC)c1ccc(NC(=O)c2ccc(NC(=O)C3CCCO3)cc2)c(C)c1 (stereo not drawn) | 1% | 4% | -1%
51 | Cc1c(C(=O)N/N=C/c2ccc(-c3ccccc3[N+](=O)[O-])o2)sc(N)c1C#N | -1% | 10% | -5%
52 | C=CCNC(=O)CC(=O)N/N=C/c1ccc(C(=O)OC)cc1 | -2% | -2% | -3%
53 | CCc1ccc(-n2c(=O)c3c4c(sc3n(Cc3ccccc3C#N)c2=O)CCCC4)cc1 | / | 8% | 1%
54 | Cc1cccc(-c2sc(Nc3ccccc3)n[n+]2-c2ccccc2)c1 | -5% | 2% | -10%
55 | CCOC(=O)c1ccc(CNC(=O)C(Cc2c[nH]c3ccccc23)NC(C)=O)o1 (stereo not drawn) | 1% | -3% | -1%
56 | O=C(Nc1ccccc1N1CCCC1)c1ccc(F)c(S(=O)(=O)N2CCOCC2)c1 | -1% | -10% | -3%
57 | CN1C(=O)Cc2cc(S(=O)(=O)CCC(=O)Nc3ccccc3)ccc21 | / | 20% | -22%
58 | Cc1cc(C)cc(NC(=S)N(Cc2cccc(Br)c2)CC2CCC(C(=O)O)CC2)c1 (stereo not drawn) | 3% | -2% | 5%
59 | COCCNc1nnc(SCC(=O)NNC(=O)c2ccco2)s1 | / | -4% | 1%
60 | O=C(NCc1ccco1)C(c1ccc(F)cc1)N(Cc1cccnc1)C(=O)Cn1nnc2ccccc21 (stereo not drawn) | -9% | -4% | 3%

# In the list so far, 4 have a cyano group.
item | SMILES | N370S GC mod | FEN1 inhibitor | GCN5L2 inh
2 | Cn1c(/C(C#N)=C(\O)c2ccc(Cl)s2)nc2ccccc21 | 2% | -4% | -6%
14 | CCOC(=O)/C(C#N)=C/c1cn(CCOc2ccccc2)c2ccccc12 | 17% | -19% | -26%
51 | Cc1c(C(=O)N/N=C/c2ccc(-c3ccccc3[N+](=O)[O-])o2)sc(N)c1C#N | -1% | 10% | -5%
53 | CCc1ccc(-n2c(=O)c3c4c(sc3n(Cc3ccccc3C#N)c2=O)CCCC4)cc1 | / | 8% | 1%

# Remaining list, next part:
item | SMILES | N370S GC mod | FEN1 inhibitor | GCN5L2 inh
61 | CCOC(=O)c1c(NC(=O)Nc2ccc(F)cc2)sc2c1CCN(C)C2 | -2% | 32% | 2%
62 | CC(C)(C)OC(=O)N[C@@H](Cc1ccccc1)C(=O)N[C@@H](CO)[C@H](O)[C@@H]1C[C@@H]1C(=O)NC1CC1 | -6% | 0% | 2%
63 | CCOC(=O)c1c(C)[nH]c2ccc(O)cc12 | -5% | -11% | 0%
64 | Cc1cccc(NC(=S)N2CCCN(c3ncccc3[N+](=O)[O-])CC2)c1 | -2% | -2% | -3%
65 | CC(C)NS(=O)(=O)c1ccc(NC(=O)CCc2ccccc2)cc1 | 1% | 2% | -2%
66 | CCOCCc1nnc(NC(=O)Cc2ccccc2)s1 | 2% | 4% | ?
67 | Cc1ccc(C)c(Nc2nnc(-c3ccc(C)c(S(=O)(=O)NCC4CCCO4)c3)c3ccccc23)c1 (stereo not drawn) | / | -4% | -6%
68 | O=C(Nc1ccccc1N1CCOCC1)c1ccc2ccccc2n1 | 28% | -23% | 1%
69 | CCOc1ccc(CCNC(=O)COC(=O)c2cccc(S(=O)(=O)N3CCCCC3)c2)cc1OCC | -6% | -7% | ?
70 | CNC(=O)NC(=O)COc1ccc2oc3c(c2c1)CCCC3 | -3% | 3% | -4%
71 | O=C(c1ccco1)N1CCN(S(=O)(=O)c2cccs2)CC1 | -1% | -9% | ?
72 | Cc1ccc(OCC(=O)Nc2ccc(-c3nnc(-c4ccco4)o3)cc2)cc1 | 0% | -1% | -16%
73 | COc1ccccc1CNC(=O)c1cc2ccccc2oc1=O | -11% | -5% | -2%
74 | NNC(=O)c1nnn(-c2nonc2N)c1CN1CCc2ccccc2C1 | ? | 2% | 0%
75 | Cc1cccc(-c2nc(C)c(CCNC(=O)c3cccs3)s2)c1 | / | -16% | -1%

# Excerpt: entries 68 to 72
item | SMILES | N370S GC mod | FEN1 inhibitor | GCN5L2 inh
68 | O=C(Nc1ccccc1N1CCOCC1)c1ccc2ccccc2n1 | 28% | -23% | 1%
69 | CCOc1ccc(CCNC(=O)COC(=O)c2cccc(S(=O)(=O)N3CCCCC3)c2)cc1OCC | -6% | -7% | ?
70 | CNC(=O)NC(=O)COc1ccc2oc3c(c2c1)CCCC3 | -3% | 3% | -4%
71 | O=C(c1ccco1)N1CCN(S(=O)(=O)c2cccs2)CC1 | -1% | -9% | ?
72 | Cc1ccc(OCC(=O)Nc2ccc(-c3nnc(-c4ccco4)o3)cc2)cc1 | 0% | -1% | -16%

# Further compounds
item | SMILES | N370S GC mod | FEN1 inhibitor | GCN5L2 inh
76 | CCOC(=O)C1Oc2ccccc2C(c2cccc3ccccc23)=C1C(=O)OC (stereo not drawn) | 7%[89.1 µM] | -19% | -13%
77 | Cc1ccc2cc(CN(CCN3CCOCC3)C(=O)NCc3ccccc3)c(=O)[nH]c2c1C | -9% | 0% | -1%
78 | COCCN(C(=O)COC(=O)c1cc2ccccc2cc1O)c1c(N)n(Cc2ccccc2)c(=O)[nH]c1=O | -4% | 7% | -20%
79 | CN(C)CCCOc1nc2c(c(=O)n(C)c(=O)n2C)n1C | 2% | 0% | -1%
80 | Fc1ccc(NC(=S)N2CCCC(c3ccccc3)=N2)cc1 | -4% | -9% | -2%
81 | CCCCCCCNC(=O)C1(CC2CC(c3cccc(Br)c3)=NO2)CCN(C(=O)OC(C)(C)C)CC1 (stereo not drawn) | 1% | 0% | -3%
82 | O=C(Nc1ccccc1N1CCOCC1)c1ccc(Cl)c(S(=O)(=O)NCc2ccco2)c1 | 8% | -17% | -10%
83 | COc1cc(OC)cc(-c2cc3nc(C)c(CCC(=O)O)c(=O)n3[nH]2)c1 | -16% | -6% | -10%
84 | Cc1c(C(=O)N(C)C2CCCCC2)sc2nc3ccc(N)cc3n12 | -21% | / | 3%
85 | C=CCn1c(Cc2csc(N)n2)nnc1SCc1ccc(C(=O)OC)cc1 | 2% | -9% | -2%
86 | Cc1cccc(C(=O)OCC(=O)NCCN2C(=O)CSC2=O)c1[N+](=O)[O-] | / | 1% | 1%
87 | Cn1cccc1C(=O)N1CCc2ccccc2C1 | -5% | -2% | -28%
88 | Nc1cc(=O)[nH]c(SCc2ccccc2Cl)n1 | -4% | 1% | 0%
89 | CCCC1(C)NC(=O)c2ccccc2O1 (stereo not drawn) | 1% | 5% | -7%
90 | CCN(CC)CCCNc1nc(-c2ccccc2)nc2ccccc12 | -10% | -24% | -3%

# Some of the compounds tested; the hit share may differ from the screen's.
